From PubChem
12-LOX inh = blocks human arachidonate 12S-lipoxygenase | purified 12hLO, xylenol orange hydroperoxide absorbance | Potency, µM (top dose mostly 108 µM), without a hit: at the highest dose activity change, negative = inhibition, hits mostly inhibitors | hit rate 1.1% among 580,000 | AID 1671190; active means well fitted inhibition curve with a large enough effect; inconclusive means small, poorly fitted or top-dose-only effect, or another doubt; inactive means no such curve, though single readings can be large or run the other way
Target sequence (P18054 whole entry, looked up): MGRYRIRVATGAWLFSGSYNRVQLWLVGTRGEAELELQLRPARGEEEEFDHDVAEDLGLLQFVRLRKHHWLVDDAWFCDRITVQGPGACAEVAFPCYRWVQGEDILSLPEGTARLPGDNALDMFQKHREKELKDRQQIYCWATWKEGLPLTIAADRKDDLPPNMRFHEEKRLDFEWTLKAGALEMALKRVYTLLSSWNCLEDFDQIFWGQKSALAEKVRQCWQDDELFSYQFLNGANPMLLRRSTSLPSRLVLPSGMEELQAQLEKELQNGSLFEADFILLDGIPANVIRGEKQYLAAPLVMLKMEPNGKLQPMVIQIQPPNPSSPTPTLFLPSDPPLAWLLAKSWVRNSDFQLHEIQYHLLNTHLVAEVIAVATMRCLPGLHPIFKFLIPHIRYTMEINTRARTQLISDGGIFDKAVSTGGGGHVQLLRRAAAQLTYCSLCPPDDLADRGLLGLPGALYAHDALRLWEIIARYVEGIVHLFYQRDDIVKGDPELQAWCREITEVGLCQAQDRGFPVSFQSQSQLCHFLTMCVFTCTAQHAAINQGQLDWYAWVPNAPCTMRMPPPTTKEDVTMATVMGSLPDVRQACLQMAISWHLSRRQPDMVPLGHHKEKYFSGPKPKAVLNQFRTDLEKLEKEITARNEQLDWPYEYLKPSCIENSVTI
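Hydroperoxide product was detected by ferrous iron/xylenol orange as the 573 to 405 nm absorbance ratio. Arachidonic acid at 40 uM (final) was turned over for 30 min at room temperature by 150 nM human 12hLO, pH 7.0 Hepes buffer, after 15 min compound preincubation.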
* hit, by the source's call; [ ] = another dose, or the depositor's remark. On the % scale 0 is the no-effect control and ±100 the full control effect; potency means the concentration at half of the fitted maximal effect. The list is partial; rates above refer to the full screens.

Screening CNC(=O)[C@@H]1CN(S(=O)(=O)c2cnc[nH]2)C[C@H]1c1n[nH]c(C)n1 returned 12-LOX inh 68%[activator].
Screening CC(NC(=O)CCSc1ccc(Cl)cc1)c1ccccc1 (stereo not given) returned 12-LOX inh inconclusive.
Screening CCOC(=O)C1(Cc2cccc(OC)c2)CCCN(C(=O)CCn2ccnc2C)C1 (stereo not given) returned 12-LOX inh -1%.
`CN1C(=O)C(CC(=O)N2CCC(N)CC2)(Cc2ccccc2)c2ccccc21` (stereo not given) gave 12-LOX inh -6%.
Cc1nn(C2CCCO2)c(=O)nc1N (stereo not given) was read as 12-LOX inh 4%.
Screening O=C(c1ccc(C(F)(F)F)cc1)N1CCC(c2nn(Cc3ccccc3)c(=O)[nH]2)CC1 returned 12-LOX inh 29%.
CCCNC(=O)N1CCc2cc(OC)c(OC)cc2C1CNC(=O)c1ccccc1C (stereo not given) was read as 12-LOX inh 39%[activator].
Screening COc1ccccc1CNC(=O)C(C)C1CCOCC1 (stereo not given) returned 12-LOX inh 27%.
`O=C(Cc1ccsc1)N1CCCN(c2cc(-c3ccc(Cl)cc3)[nH]n2)CC1` gave 12-LOX inh -5%.
Screening Cc1cc2nc(/C(C#N)=C\c3ccc(O)c(I)c3)[nH]c2cc1C returned 12-LOX inh 4%.

Compounds listed so far that contain an aryl methoxy group, in the order listed:
Screening CCOC(=O)C1(Cc2cccc(OC)c2)CCCN(C(=O)CCn2ccnc2C)C1 (stereo not given) returned 12-LOX inh -1%.
CCCNC(=O)N1CCc2cc(OC)c(OC)cc2C1CNC(=O)c1ccccc1C (stereo not given) was read as 12-LOX inh 39%[activator].
Screening COc1ccccc1CNC(=O)C(C)C1CCOCC1 (stereo not given) returned 12-LOX inh 27%.

More records:
`Cc1ccc(NC(=O)NC(=O)CN(C)c2ccccc2)c(C)c1` gave 12-LOX inh inconclusive.
For CN(C)CCNC(=O)c1ccc2c(c1)C1(CCN(CC3CC3)C1)CN2Cc1ccccc1 (stereo not given) the results were 12-LOX inh 104%[activator][176 µM].
Screening COCCc1noc([C@@H]2CN(CC(C)(C)C)C[C@H]2CO)n1 returned 12-LOX inh 6%.
Screening c1ccc(-c2nc(-c3ccccc3)c(-c3ccccc3)nc2-c2ccccc2)cc1 returned 12-LOX inh 18%.
Screening CC(C)CC(=O)c1sc(Nc2ccccc2)nc1N returned 12-LOX inh -6%.
`Cc1ccc(S(=O)(=O)N2CCC3(CC2)C(=O)N(CC(=O)NC(C)C)CN3c2ccccc2)cc1` gave 12-LOX inh 20%.
`Cc1ccc(S(=O)(=O)/N=C2/NC(=O)/C(=C/c3ccncc3)S2)cc1` gave 12-LOX inh inconclusive.
Cc1ccc(C(=O)NNC(=O)CSc2nnc(CNc3ccc(F)cc3)n2C)cc1 was read as 12-LOX inh 6%.
Screening Cc1c(-c2ccccc2)c1=O returned 12-LOX inh 1%.
Screening NC(=O)c1cccnc1N1CCC2(CCCN(Cc3cccc(F)c3F)C2)C1 (stereo not given) returned 12-LOX inh 37%[activator].
Screening COc1cc(/C=C(\C#N)C(=O)c2ccc(C)cc2)ccc1OCc1c(Cl)cccc1Cl returned 12-LOX inh inconclusive.
For CCc1cc(C(=O)N2CCCC2c2ccc(C)cc2)no1 (stereo not given) the results were 12-LOX inh 11%.
Cc1cc(SCC(=O)NC(=O)NC(C)(C)C)nc2ccccc12 was read as 12-LOX inh -19%.
O=C(c1cccc(Cn2cccn2)c1)N1CCOc2c(cc(-c3csc4ccccc34)cc2OC2CCOC2)C1 (stereo not given) was read as 12-LOX inh inconclusive.
For COc1ccc(CC(=O)Nc2nonc2-c2ccc(Br)cc2)cc1 the results were 12-LOX inh inconclusive.
For O=C1CCN(C(=O)c2ccsc2)CCCCCCN1 the results were 12-LOX inh 3%.
For Cc1cc(C(=O)N2CCc3nnc([C@@H]4C[C@@H](O)CN4C)n3CC2)n(C)n1 the results were 12-LOX inh inconclusive.
COCC(=O)N[C@@H]1CN(S(C)(=O)=O)C[C@H]1CN(C)C was read as 12-LOX inh 48%[activator].
`COc1cc(C(=O)Nc2cc(Cl)ccc2OCC2CCCO2)cc(OC)c1OC` (stereo not given) gave 12-LOX inh -4%.
For COC(=O)Cn1c(=O)c2c3c(sc2n(CC(=O)c2ccc(Cl)cc2)c1=O)CCC3 the results were 12-LOX inh -21%.

Quoted at random: 4 entries already listed, in no set order.
`Cc1ccc(NC(=O)NC(=O)CN(C)c2ccccc2)c(C)c1` gave 12-LOX inh inconclusive.
For CN(C)CCNC(=O)c1ccc2c(c1)C1(CCN(CC3CC3)C1)CN2Cc1ccccc1 (stereo not given) the results were 12-LOX inh 104%[activator][176 µM].
`Cc1ccc(S(=O)(=O)/N=C2/NC(=O)/C(=C/c3ccncc3)S2)cc1` gave 12-LOX inh inconclusive.
Screening c1ccc(-c2nc(-c3ccccc3)c(-c3ccccc3)nc2-c2ccccc2)cc1 returned 12-LOX inh 18%.

Next part:
`Cc1c(Cl)cccc1NC(=O)C1CCCc2ccccc21` (stereo not given) gave 12-LOX inh inconclusive.
For CCCNC(=O)N1CCCC2(CCC(=O)N(CCc3ccccc3)C2)C1 (stereo not given) the results were 12-LOX inh 60%[activator].
`O=C1c2cc(N3CCOCC3)nc(-c3cccc(F)c3)c2CN1CC1CC1` gave 12-LOX inh -1%[176 µM].
`CC(C)(C)c1ccc(C2(C(=O)O)CC2)cc1` gave 12-LOX inh 36%[activator].
For CCCn1c(C)cnc1C1CCNC1 (stereo not given) the results were 12-LOX inh 27%.
Screening CCN1c2cc(C(=O)Nc3ccc(OC)cc3)ccc2C(=O)N2CCCC21 (stereo not given) returned 12-LOX inh 39%[activator].
Screening COCCOc1ccc2c(n1)CCN(C(=O)c1ccncc1)C2 returned 12-LOX inh 7%.
For O=C(Nc1cccc(F)c1)N1CC[C@@]2(CCCN(C(=O)c3cnccn3)C2)C1 the results were 12-LOX inh -7%[57.4 µM].
CN1CCCCCCN(C(=O)NCc2ccccc2)[C@H]2CCC[C@H]2C1=O was read as 12-LOX inh 21%.
`Cc1ccccc1-c1onc(C)c1C(=O)NCc1cccc(F)c1F` gave 12-LOX inh 9%.
COc1ccc(Cl)cc1C(=O)N1[C@@H]2CC[C@H]1CC(NC(=O)c1ccncc1)C2 (stereo not given in full) was read as 12-LOX inh 11%.
`O=C(COC(=O)c1c2c(nc3ccccc13)CCCC2)c1ccc(Oc2ccc(Cl)cc2[N+](=O)[O-])cc1` gave 12-LOX inh -38%.
For COc1ccccc1CN1CC[C@@]2(CCCN(C(=O)c3cccn3C)C2)C1 the results were 12-LOX inh 0%[57.4 µM].
CN(C)C(=O)CCC1CCN(S(=O)(=O)c2cccc(F)c2)CC1 was read as 12-LOX inh 19%.
`O=C(/C=C/c1cccs1)Oc1cccc2ccccc12` gave 12-LOX inh 6%.
For Fc1ccc(-c2nc(COc3ccc(Br)cc3)co2)cc1 the results were 12-LOX inh -10%.
Cc1ccc(S(=O)(=O)N/N=C/c2sccc2C)cc1[N+](=O)[O-] was read as 12-LOX inh inconclusive.
For Cc1ccc(-c2ccc3nnc(C)n3n2)cc1S(=O)(=O)Nc1cccc(Cl)c1 the results were 12-LOX inh 3%.
For Cc1ccc(NC(=O)c2ccc3ncsc3c2)cc1C the results were 12-LOX inh inconclusive.
Screening CC(=O)N1CCN(c2ccc(NC(=O)COc3c(C)cc(C)cc3Cl)cc2)CC1 returned 12-LOX inh 13µM*.
Cc1ccc2c(C(=O)O)cc(-c3cccnc3)nc2c1C was read as 12-LOX inh 11%.
`COCC1CN(C)CC12CCN(Cc1ccc(OC)cc1)CC2` (stereo not given) gave 12-LOX inh 63%[activator].
Screening Fc1ccccc1CNCCN1CCCC1 returned 12-LOX inh inconclusive.
Screening CCc1nnsc1C(=O)NC(C)c1ccc(OC2CCCC2)c(OC)c1 (stereo not given) returned 12-LOX inh 12%.
For CCNc1ncc2nc(-c3cccs3)c(=O)n(-c3ccccc3)c2n1 the results were 12-LOX inh 1%.
Screening c1ccc(CN2CC[C@H](c3nc4ccccc4o3)C2)nc1 returned 12-LOX inh 88%[activator][176 µM].
For CC(C)(C)C(=O)NCCC(=O)Nc1ccc2c(c1)CCC2 the results were 12-LOX inh 0%.
For COc1ccc(C(=O)NC2CCN(C(=O)c3cc4c(=O)[nH]c(C)cn4n3)CC2)c(C)c1 the results were 12-LOX inh 14%.
Screening Cn1c(CNC(=O)C2CC(=O)N(c3n[nH]c4ccccc34)C2)nc2ccccc21 (stereo not given) returned 12-LOX inh 68%[activator].
CC(C)CCNc1nc(-c2ccc([N+](=O)[O-])cc2)c(C(=O)Nc2ccccc2)s1 was read as 12-LOX inh 2%.
`Cc1cc2c(c(-c3nc4ccccc4s3)c1)OC(CNC(=O)c1occc1C)C2` (stereo not given) gave 12-LOX inh -4%.
O=C(Nc1ccc(OC(F)(F)F)cc1)N[C@@H]1C=C(C(=O)N[C@H]2CCCNC2=O)C[C@@H](O)[C@@H]1O was read as 12-LOX inh 72%[activator].
CCC(C)NC(=O)COC(=O)c1cc(C)cc(C)c1 (stereo not given) was read as 12-LOX inh 4%.
`O=C(CCN1CCN(c2cnccn2)CC1)Nc1ccc(F)c(F)c1` gave 12-LOX inh -27%.
`CC(=O)c1c(C)c(C)cc(C)c1C` gave 12-LOX inh 36%[activator].
`FC(F)(F)c1cccc(-c2ccc(CNC3CC3)o2)c1` gave 12-LOX inh -24%.
`NCc1cccc(-c2ccccn2)c1` gave 12-LOX inh inconclusive.
Screening COc1cc(CN(C(=S)NCC(=O)NCc2ccc(Cl)cc2)C2CCCC2)cc(OC)c1OC returned 12-LOX inh inconclusive.
Screening COc1ccc(Oc2c(C)oc3cc(OCC(N)=O)ccc3c2=O)cc1 returned 12-LOX inh 5%.
For Cc1ccc(-c2nccc(N3CCC(O)C3)n2)c(C)c1 (stereo not given) the results were 12-LOX inh 35µM*.

The final 3 entries of the part above come first, to join the parts.
Screening COc1cc(CN(C(=S)NCC(=O)NCc2ccc(Cl)cc2)C2CCCC2)cc(OC)c1OC returned 12-LOX inh inconclusive.
Screening COc1ccc(Oc2c(C)oc3cc(OCC(N)=O)ccc3c2=O)cc1 returned 12-LOX inh 5%.
For Cc1ccc(-c2nccc(N3CCC(O)C3)n2)c(C)c1 (stereo not given) the results were 12-LOX inh 35µM*.
COc1ccc2c(c1)c(CN1CCc3nn(C)c(=O)n3CC1)cn2C was read as 12-LOX inh 24%.
For CS(=O)(=O)N1CCC2(CC1)CC(CC(=O)O)CCO2 (stereo not given) the results were 12-LOX inh 19%.
Screening COc1cccc(NC(=O)c2ccc3c(c2)NC(C)(COCCN(C)C)CO3)c1 (stereo not given) returned 12-LOX inh 4%[176 µM].
Screening CCOC(=O)C1=C(c2ccccc2)NC(=S)NC1c1ccccc1 (stereo not given) returned 12-LOX inh inconclusive.
Screening COC(=O)CNC(=O)Cc1nn(C)c(=O)c2ccccc12 returned 12-LOX inh 2%.
CC(C)NC(=O)c1onc(-c2ccc(Cl)cc2)c1[C@H](C)O was read as 12-LOX inh inconclusive.
Screening CCOc1ccccc1-c1nc(Cn2nnc(C(=O)Nc3ccc4c(c3)OCCO4)c2N)c(C)o1 returned 12-LOX inh 12%.
`Cc1cc(C(=O)N2CCc3c(nc(-c4ccc(F)cc4)[nH]c3=O)C2)nn1C` gave 12-LOX inh 18%.
COCCNC(=O)[C@@H]1C[C@@H](O)CN1C1CCN(C(=O)c2ccc3ncccc3c2)CC1 was read as 12-LOX inh 40%[activator].
COC(=O)[C@@H]1C[C@@H](NC(=O)c2cnsn2)CN1Cc1ccc(Cl)cc1 was read as 12-LOX inh -3%.
`Cc1ccc(F)cc1NC(=O)c1ccn(Cn2nnc(-c3ccccc3)n2)n1` gave 12-LOX inh -26%.
Cc1cc(C(=O)N2CCN(S(=O)(=O)c3ccc(C(C)C)cc3)CC2)c(C)n1C(C)C was read as 12-LOX inh inconclusive.
O=C(CCc1cc2n(n1)CCCNC2)Nc1ccccc1CCc1ccccn1 was read as 12-LOX inh inconclusive.
Screening Cn1c(-c2ccccc2)cnc1NC(=O)NCCc1ccccc1 returned 12-LOX inh 2%.
`CC(NC(=O)CC1C=CCC1)c1ccc2c(c1)CCCC2` (stereo not given) gave 12-LOX inh inconclusive.
Screening NC(=O)[C@@H]1CN(C(=O)C2CCC2)C[C@H]1COc1ccccc1 returned 12-LOX inh 39%[activator].
For COC(=O)[C@]12C[C@H](CC(=O)N3CCSCC3)C(=O)N(Cc3ccccc3)C1=C[C@H](C1CCCC1)O[C@@H]2C the results were 12-LOX inh -13%.
Screening COc1cc(=O)n2c(c1C(=O)NCc1ccc3c(c1)OCO3)CCN(C(=O)c1ccccc1F)CC2 returned 12-LOX inh 13%.
Screening O=C(CCc1ccccc1)N1CCC2(CC1)CC(O)CCO2 (stereo not given) returned 12-LOX inh 2%.
Screening CS(=O)(=O)N1CCC2(CCCN(c3ccncc3)C2)CC1 returned 12-LOX inh -7%[57.4 µM].
For C=CCNC(=O)C/C(C)=N/NC(=O)C(C)C the results were 12-LOX inh -5%.
Screening CC(=O)Nc1ccc(S(=O)(=O)Nc2nc3ccccc3nc2Nc2ccc(N(C)C)cc2)cc1 returned 12-LOX inh 5%.
Screening COCc1cc(Cn2cc(-c3cncnc3)nn2)[nH]n1 returned 12-LOX inh inconclusive.
For CC(C)N1CCC(CCN2C(=O)[C@H]3CN(C)C[C@H]3C2=O)CC1 the results were 12-LOX inh 33%[activator].
`Cc1noc(-c2ccccc2Cl)c1C(=O)NCCC(c1ccccc1)c1ccccc1` gave 12-LOX inh -2%.
Screening CCCn1c(N)c(N(CCOC)C(=O)c2ccc(OC(F)(F)F)cc2)c(=O)[nH]c1=O returned 12-LOX inh 4%.
`CCCc1ncncc1C(=O)N[C@H]1CN(S(C)(=O)=O)C[C@@H]1C(C)C` gave 12-LOX inh 29%.
Screening O=C(N[C@H]1CO[C@H]2[C@@H]1OC[C@@H]2n1cc(-c2ccccc2)nn1)c1ccc(C(F)(F)F)cc1 returned 12-LOX inh 3%.
